Source: PubChem
Cardiac RTF inh – cardiac RTF calcium sensitivity inhibitors, primary screen, biochemical, IANBD-TnC fluorescence, EC70 calcium | IANBD-labeled cardiac RTF, Ca2+ fluorescence | inhibition, % at 7.15 µM | 340,000 tested, 0.12% active;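 active = inhibition above the mean inhibition of all tested compounds plus 3 SD, cut at about 17% in these data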;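 note: assay run at fixed EC70 calcium of 1.6 mM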
PKA-R2B activ – activators of PKA-R2B holoenzyme, primary screen, biochemical, fluorescence polarization, Cy5-IP20, human; PKA-R2B holoenzyme dissociation; R2B truncated from residue 108, S112A mutant; 0% DMSO only, 100% 113 µM cGMP; 340,000 tested, 0.079% active; activation, % at 11.4 µM;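 active = activation above a cutoff set at the mean over all compounds plus 3 SD, cut at about 18% in these data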;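 note: higher means more holoenzyme dissociation and a rise in polarization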
C-LANA FP – inhibitors of KSHV C-LANA binding to DNA, primary screen, biochemical, fluorescence polarization, FAM-LBS DNA, MBP-C-LANA, single point | Kaposi's sarcoma herpesvirus LANA C-terminal domain (residues 932-1162) DNA binding | inhibition, % at 9 µM | 340,000 tested, 0.078% active | AID 504423, 2011;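 active = highest replicate inhibition at or above 60% at 9 µM, even if other replicates fall short; inactive = all replicates below 60% inhibition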;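 note: 0% = neutral control wells and 100% = 4 µM acridine orange control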
DAGLB inh – DAGLB lipase inhibitors, primary screen, biochemical, fluorescence, HTS; 340,000 tested, 0.059% active; inhibition, % at 5.17 µM; HEK293T DAGLB membrane lysate, EnzChek fluorogenic substrate; Diacylglycerol lipase-beta (Homo sapiens), Q8NCG7; in the data active = inhibition above about 34%;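 note: 0% = enzyme with vehicle and 100% = wells lacking enzyme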
Target sequence (Q8NCG7 whole entry, looked up): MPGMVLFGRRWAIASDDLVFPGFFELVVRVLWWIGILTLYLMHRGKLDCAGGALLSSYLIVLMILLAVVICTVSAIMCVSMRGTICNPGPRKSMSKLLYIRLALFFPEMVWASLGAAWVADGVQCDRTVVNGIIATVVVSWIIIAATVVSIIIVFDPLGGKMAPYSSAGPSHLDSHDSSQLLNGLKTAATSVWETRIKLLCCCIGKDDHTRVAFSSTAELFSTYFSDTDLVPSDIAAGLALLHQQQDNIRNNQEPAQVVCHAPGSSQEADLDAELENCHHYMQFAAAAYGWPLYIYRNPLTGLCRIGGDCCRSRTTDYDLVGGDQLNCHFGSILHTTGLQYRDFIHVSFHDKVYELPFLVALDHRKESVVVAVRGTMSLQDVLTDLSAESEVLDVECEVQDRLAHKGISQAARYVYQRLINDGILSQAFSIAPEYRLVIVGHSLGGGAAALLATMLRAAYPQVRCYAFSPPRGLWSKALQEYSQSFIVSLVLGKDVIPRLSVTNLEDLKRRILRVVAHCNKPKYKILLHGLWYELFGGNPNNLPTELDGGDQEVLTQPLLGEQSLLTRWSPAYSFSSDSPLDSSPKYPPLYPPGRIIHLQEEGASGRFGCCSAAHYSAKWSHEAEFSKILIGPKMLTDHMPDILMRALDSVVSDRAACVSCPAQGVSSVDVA
Keap1 Nrf2 FP – Keap1-Nrf2 protein-protein interaction inhibitors, primary screen, biochemical, fluorescence polarization, single point | Kelch-like ECH-associated protein 1 (Homo sapiens), Q14145 | Keap1 Kelch-Nrf2 peptide fluorescence polarization, 1536-well | inhibition, % at 9.4 µM | 340,000 tested, 0.15% active | AID 504523, 2011; in the data active = inhibition above about 12%;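 note: human Keap1 Kelch domain with fluorescein labeled Nrf2 9mer peptide probe; 0% = neutral control wells and 100% = peptide positive control; higher means more block of Keap1 binding to Nrf2 peptide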
SR-BI uptake up – activators of SR-BI mediated DiI-HDL uptake, primary screen, ldlA[mSR-BI] CHO cells, DiI fluorescence; 3 h; 100 = double the neutral-control signal; activation, % at 12.5 µM; 320,000 tested, 0.096% active; AID 504775, 2011;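 active = mean replicate activation of at least 60% and every replicate at or above 60%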;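 note: 0% = median plate neutral-control signal and 100% = twice that signal; values of inactives mirror those of a sister screen read the other way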
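System: LDL receptor-deficient CHO ldlA cells overexpressing murine SR-BI | Timing: 3 h uptake period with compound, 37 °C | Medium: HEPES-buffered (25 mM, pH 7.4) F12 plus 0.5% BSA | Dosing: Single-point compound dose | Signal: Bottom-read fluorescence, 550/595 nm | Read-out: Retained DiI signal reflecting DiI-HDL uptake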
PvdQ acylase – P. aeruginosa PvdQ acylase inhibitors, primary screen, biochemical, fluorescence, plate reader and imaging, single point. inhibition, % at 10 µM. 340,000 tested, 0.063% active. purified PvdQ acylase. PvdQ acylase [Pseudomonas aeruginosa LESB58]; in the data active = inhibition above about 30%, passing the limit was not always enough;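 note: 0% = vehicle neutral wells and 100% = reference inhibitor wells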
SR-BI DiI inh – inhibitors of SR-BI mediated HDL lipid uptake, primary screen, ldlA[mSR-BI] cells, fluorescence, single point | Scavenger receptor class B member 1 (Mus musculus), Q61009 | ldlA[mSR-BI] CHO cells, DiI-HDL uptake fluorescence, 3 h | inhibition, % at 12.5 µM | 320,000 tested, 0.96% active | AID 488896, 2010;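 active = mean replicate inhibition of at least 70% and a set share of replicates each scoring 70 or more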;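 note: 0% = median of neutral control wells and 100% = median of positive control wells; values of inactives mirror those of a sister screen read the other way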
NSD2 inh – NSD2 histone methyltransferase inhibitors, primary screen, biochemical, AlphaScreen, single concentration, set 2; inhibition, % at 12.5 µM; 310,000 tested, 0.54% active; Histone-lysine N-methyltransferase NSD2 (Homo sapiens), O96028; AID 743445, 2014; NSD2 peptide methylation, 120 min; in the data active = inhibition above about 50%
Arrestin-AP2 inh – inhibitors of beta-arrestin/AP2 binding, primary screen, biochemical, GPCR trafficking, flow cytometry; FITC-arrestin peptide / GST-AP2 beads; AP2 beta2 appendage carries R879A mutation; inhibition, % at 10 µM; 340,000 tested, 0.31% active;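 active = inhibition above a set limit, near 3 SD of compounds lacking own fluorescence, cut at about 54% in these data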;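 note: plate controls were DMSO wells for no effect and 5 µM unlabelled arrestin peptide for full effect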
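System: GST-AP2 R879A bound to glutathione beads, E. coli-expressed. Also added: 50 nM FITC-arrestin peptide. Schedule: compound with beads 12 min RT, then probe 1 h RT. Signal: bead flow cytometry, FITC channel. Read-out basis: percent response.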
* hit, by the source's call; . = not tested or not shown. No enrichment for hits, and some 2.1% of all compounds hit somewhere here.

1	Cn1nnc(NC(=O)c2cccc([N+](=O)[O-])c2)n1
2	Nc1cc(=O)[nH]c(SCC(=O)NCC2CCCO2)n1 (configuration not stated)
3	Cc1nc(N)c(Cc2ccc(Cl)cc2Cl)c(N)n1
4	Cc1ccc2cc(CCNC(=O)c3ccc(Br)o3)c(=O)[nH]c2c1
5	Cc1ccc(S(=O)(=O)N2[C@@H](c3ccc(Br)cc3)C(C(=O)O)=C[C@H]2CC2CCCC2)cc1
entry no. | 1 | 2 | 3 | 4 | 5
SR-BI uptake up | 5 | 13 | 17 | 38 | .
NSD2 inh | 0 | 1 | -2 | . | .
PvdQ acylase | 26 | -4 | -6 | -4 | -6
Cardiac RTF inh | 0 | -3 | . | -2 | -4
DAGLB inh | -2 | 2 | . | 0 | 8
C-LANA FP | -0.6 | -1.0 | -0.5 | -0.3 | 1.0
SR-BI DiI inh | -5 | -13 | -17 | -38 | .
PKA-R2B activ | -7 | 0 | . | 6 | 2
Arrestin-AP2 inh | 31 | -6 | 6 | 23 | 8
Keap1 Nrf2 FP | -2 | 1 | -2 | 0 | 3

6	CC(C)CNC(=O)c1ccc(NC(=O)c2cccs2)cc1
7	COc1ccc(N2CCN(C(=O)CSc3nnc4c(C)cc5ccc(C)c(C)c5n34)CC2)cc1
8	Cc1ccc(NC(=O)CSc2n[nH]c(=O)n2C2CC2)cc1S(=O)(=O)N1CCOCC1
9	N#Cc1c(NCCCO)nc(NCc2ccccc2)c2c1CCN(Cc1ccccc1)C2
10	COC(=O)c1cc(COC(=O)c2cccnc2SC)oc1C
entry no. | 6 | 7 | 8 | 9 | 10
SR-BI uptake up | -18 | -54 | 19 | -12 | -4
NSD2 inh | 4 | 5 | -3 | -2 | 0
PvdQ acylase | -15 | -11 | -3 | -1 | -7
Cardiac RTF inh | -6 | 4 | 7 | -8 | -9
DAGLB inh | 0 | 3 | 5 | -4 | -5
C-LANA FP | 1.1 | -0.3 | 1.1 | 1.0 | -0.4
SR-BI DiI inh | 18 | 54 | -19 | 12 | 4
PKA-R2B activ | -1 | -13 | -11 | 7 | 3
Arrestin-AP2 inh | 7 | -7 | -3 | 30 | 20
Keap1 Nrf2 FP | -1 | 0 | 1 | 1 | 3

Compounds shown so far containing an aryl thioether with sulfur outside any ring:
2	Nc1cc(=O)[nH]c(SCC(=O)NCC2CCCO2)n1 (configuration not stated)
7	COc1ccc(N2CCN(C(=O)CSc3nnc4c(C)cc5ccc(C)c(C)c5n34)CC2)cc1
8	Cc1ccc(NC(=O)CSc2n[nH]c(=O)n2C2CC2)cc1S(=O)(=O)N1CCOCC1
10	COC(=O)c1cc(COC(=O)c2cccnc2SC)oc1C
entry no. | 2 | 7 | 8 | 10
SR-BI uptake up | 13 | -54 | 19 | -4
NSD2 inh | 1 | 5 | -3 | 0
PvdQ acylase | -4 | -11 | -3 | -7
Cardiac RTF inh | -3 | 4 | 7 | -9
DAGLB inh | 2 | 3 | 5 | -5
C-LANA FP | -1.0 | -0.3 | 1.1 | -0.4
SR-BI DiI inh | -13 | 54 | -19 | 4
PKA-R2B activ | 0 | -13 | -11 | 3
Arrestin-AP2 inh | -6 | -7 | -3 | 20
Keap1 Nrf2 FP | 1 | 0 | 1 | 3

Next part:
11	CCOC(=O)C1(Cc2ccccc2C)CCCN(C(=O)c2sccc2C)C1 (configuration not stated)
12	C=CCOc1c(Cl)cc(CNc2ccc(N(C)C)cc2)cc1OC
13	CCOC(=O)c1c(C)[nH]c(C(=O)OCC(=O)NCc2ccccc2)c1C
14	O=C1N(Cc2cccnc2)C[C@@H]2C[C@@H](c3cccc(C(F)(F)F)c3)N3CCC[C@@]123
15	CC(C)c1ccc(N(CC(=O)NN=C2CCN(C)CC2)S(=O)(=O)c2ccccc2)cc1
entry no. | 11 | 12 | 13 | 14 | 15
SR-BI uptake up | -12 | -38 | -33 | -17 | 17
NSD2 inh | -2 | 17 | 1 | -2 | 3
PvdQ acylase | -8 | -5 | 3 | -12 | -10
Cardiac RTF inh | -15 | 1 | -11 | -4 | -2
DAGLB inh | -5 | 8 | -2 | -2 | -8
C-LANA FP | 1.4 | -1.2 | -1.5 | 0.5 | 1.2
SR-BI DiI inh | 12 | 38 | 33 | 17 | -17
PKA-R2B activ | -4 | -114 | 3 | 7 | -7
Arrestin-AP2 inh | 9 | 8 | 44 | 8 | 1
Keap1 Nrf2 FP | -1 | -4 | -3 | 2 | -5

3 entries from above, sorted by molecular weight, smallest number first:
12	C=CCOc1c(Cl)cc(CNc2ccc(N(C)C)cc2)cc1OC
11	CCOC(=O)C1(Cc2ccccc2C)CCCN(C(=O)c2sccc2C)C1 (configuration not stated)
15	CC(C)c1ccc(N(CC(=O)NN=C2CCN(C)CC2)S(=O)(=O)c2ccccc2)cc1
entry no. | 12 | 11 | 15
SR-BI uptake up | -38 | -12 | 17
NSD2 inh | 17 | -2 | 3
PvdQ acylase | -5 | -8 | -10
Cardiac RTF inh | 1 | -15 | -2
DAGLB inh | 8 | -5 | -8
C-LANA FP | -1.2 | 1.4 | 1.2
SR-BI DiI inh | 38 | 12 | -17
PKA-R2B activ | -114 | -4 | -7
Arrestin-AP2 inh | 8 | 9 | 1
Keap1 Nrf2 FP | -4 | -1 | -5

Additional entries
16	COc1ccc(N2CCN(C(=O)c3c(-c4c(F)cccc4Cl)noc3C)CC2)cc1
17	CCCn1nnc(NC(=O)/C=C/c2ccco2)n1
18	CCOc1ccccc1NC(=O)Nc1cccc(NC(C)=O)c1
19	O=C(CSc1nc2cc(S(=O)(=O)N3CCOCC3)ccc2o1)NC1CCCc2ccccc21 (configuration not stated)
20	CCN(c1ccccc1)S(=O)(=O)c1cccc(C(=O)O)c1
entry no. | 16 | 17 | 18 | 19 | 20
SR-BI uptake up | 4 | 1 | . | -64 | 21
NSD2 inh | 4 | -2 | . | -2 | -2
PvdQ acylase | -19 | -11 | -10 | -7 | -3
Cardiac RTF inh | -14 | -6 | -3 | -15 | -12
DAGLB inh | 0 | 1 | -2 | 2 | -1
C-LANA FP | 0.1 | -0.7 | -1.1 | -3.3 | 0.8
SR-BI DiI inh | -4 | -1 | . | 64 | -21
PKA-R2B activ | -5 | 3 | -3 | -2 | -3
Arrestin-AP2 inh | -11 | 11 | 4 | 13 | 10
Keap1 Nrf2 FP | 0 | -5 | -4 | 2 | -5
